Assay outcomes from PubChem.
TRPV1 agonist – activates the human vanilloid receptor TRPV1 | actives 0.19% (n = 320,000) | TRPV1-expressing cells, Fluo-8 calcium influx, agonist mode | activation, % at 8.33 µM | Q8NER1; in the data active = activation above about 80%; inconclusive = between about 30% and that limit; note: 0% is about no effect
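Cells expressing TRPV1 were dye-loaded with Fluo-8 and read kinetically: 10 s baseline, 3 min after compound (agonist portion), then 2 min after EC20 capsaicin (allosteric enhancer portion). Calcium-bound dye fluorescence at 480/520 nm.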
USP2a inh – inhibitors of human ubiquitin-specific protease USP2a; USP2 core, Ub-CHOP2 coupled fluorogenic reporter, 485/531; actives 0.01% (n = 330,000); AID 463254; Potency, µM (titrated, usually from 38.3 µM), inactives show at the top dose activity change, negative = inhibition, actives largely listed as inhibitors;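 note: potency is the fitted concentration of half-maximal effect; plate controls were DMSO wells for no effect and full inhibition by NEM control for full effect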
Target sequence (O75604 whole entry, looked up): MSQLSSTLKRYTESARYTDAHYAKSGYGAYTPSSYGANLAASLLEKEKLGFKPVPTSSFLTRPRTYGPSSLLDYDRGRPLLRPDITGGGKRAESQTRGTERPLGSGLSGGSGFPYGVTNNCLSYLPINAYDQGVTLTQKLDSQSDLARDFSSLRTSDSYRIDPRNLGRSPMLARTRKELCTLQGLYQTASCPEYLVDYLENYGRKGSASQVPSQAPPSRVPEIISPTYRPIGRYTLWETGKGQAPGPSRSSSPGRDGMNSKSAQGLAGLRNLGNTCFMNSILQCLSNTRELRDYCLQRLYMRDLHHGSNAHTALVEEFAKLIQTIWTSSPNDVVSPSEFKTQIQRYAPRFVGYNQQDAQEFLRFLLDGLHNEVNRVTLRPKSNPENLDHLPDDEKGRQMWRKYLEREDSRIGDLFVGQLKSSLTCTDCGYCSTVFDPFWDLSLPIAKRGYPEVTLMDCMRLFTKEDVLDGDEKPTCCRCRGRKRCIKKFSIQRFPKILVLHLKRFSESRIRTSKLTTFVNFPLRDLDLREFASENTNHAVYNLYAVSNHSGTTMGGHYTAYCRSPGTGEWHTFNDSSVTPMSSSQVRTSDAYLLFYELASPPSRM
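Deubiquitinase activity read as fluorescence (485/531 nm) after Ub-CHOP2 cleavage activates the enterokinase reporter on its substrate; USP2 core 10nM, Ub-CHOP2 and substrate 25nM each, 30min compound preincubation then 60min RT; data normalized to NEM, curves fitted.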
FBPA coupling cs – coupling enzyme interference in Giardia aldolase counter-screen; actives 0.67% (n = 290,000); coupling enzyme system counterscreen, AmpLite Red fluorescence; activity change, negative = inhibition, % at 58.2 µM, hits read low; AID 2472; in the data active = activity change below about -30%; note: % is set by controls: 0 for no effect and ±100 for the full control effect
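First, compound is pin-transferred into glyceraldehyde-3-phosphate coupling-enzyme reagent at 57.5 uM final and held 10 min at RT. Next, substrate, coupling system and AmpLite Red are added. After 20 min RT, fluorescence (525/598 nm) is read.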
PKM2 act – PKM2 (human) enzyme activation. P14618. purified PKM2, Kinase-Glo ATP luminescence, activation; response scale: 0% is enzyme alone, no compound. Potency, µM (titrated, usually from 57.5 µM), for the others: top-dose activation, usual class: activators. actives 0.34% (n = 260,000); note: potency is the fitted concentration of half-maximal effect; % is set by controls: 0 for no effect and ±100 for the full control effect; nearly all actives have a fitted effect of over 55% in size
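Purified hPK-M2 (>95% pure) converted ADP (0.1 mM final) to ATP with 0.5 mM PEP in 50 mM imidazole pH7.2, KCl, MgCl2, Tween 20, BSA; 1 h at room temperature. ATP detected by Kinase-Glo luminescence.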
hERG WT inh – blocks the wildtype human KCNH2 potassium channel. Q12809. U2OS, BacMam KCNH2, thallium flux FluxOr; hits give low values. activity change, % at 1.84 µM. actives 0.37% (n = 340,000);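 active = maximum activity change below -70%; inconclusive = maximum activity change between -70% and -50%; inactive = maximum activity change above -50%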; note: % is set by controls: 0 for no effect and ±100 for the full control effect
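U2OS cells transduced with wild-type KCNH2 virus are loaded with FluxOr dye for 45 min, and thallium flux is measured in kinetic reads before and after stimulation buffer. Rate constants are normalized to DMSO controls.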
GALK inh – galactokinase (human) inhibition | P51570 | Purified GALK, Kinase-Glo residual ATP luminescence | Potency, µM (doses to about 57.5 µM), for the others: top-dose activity change, negative = inhibition, actives largely listed as inhibitors | actives 0.007% (n = 270,000) | AID 1868; note: potency is the fitted concentration of half-maximal effect; % is set by controls: 0 for no effect and ±100 for the full control effect
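The enzyme phosphorylates galactose (100 uM) using ATP (35 uM); inhibition is detected as higher residual ATP, quantified by bioluminescence after 1 h reaction at room temperature, pH 8.0.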
MLL CXXC-DNA inh – MLL CXXC-DNA interaction inhibition; Q03164; MLL-CXXC / FITC-HOXA9 DNA fluorescence polarization; Potency, µM (doses to about 115 µM), inactives show at the highest dose activity change, negative = inhibition, hits mostly inhibitors; actives 0.037% (n = 290,000); AID 2662; active = well fitted inhibition curve with a large enough effect in the polarisation, with a control signal flat, not every such curve was filed as active; inconclusive = small, poorly fitted or top-dose-only effect, or effect the other way, or a change in a side signal; inactive = no such curve, though single readings can be large or run the other way; the % refers to the polarisation; note: potency is the fitted concentration of half-maximal effect
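Steps: dispense CXXC domain solution (7 uM) → pin compounds or unlabeled HOX-A9 DNA control → 5 min ambient → add FLSN-HOX-A9 solution (50 nM) → spin → 30 min ambient → fluorescence polarization. Tris pH 7.5/NaCl/DTT/BSA buffer.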
Menin-MLL TR inh – menin-MLL binding inhibition, Texas Red mutant peptide; Menin + Texas Red MLL mutant peptide, fluorescence polarization; AID 1768; actives 0.23% (n = 270,000); Potency, µM (doses to about 61.6 µM), for inactives: top-dose FP activity change, negative = inhibition, actives largely listed as inhibitors; active = well fitted inhibition curve with a large enough effect in the polarisation, with a control signal flat, not every such curve was filed as active; inconclusive = small, poorly fitted or top-dose-only effect, or effect the other way, or a change in a side signal; inactive = no such curve, though single readings can be large or run the other way; the % refers to the polarisation; note: potency is the fitted concentration of half-maximal effect; % of control where 0% means no effect; many of its hits are not listed in these tables
Giardia kill – kills Giardia lamblia; Giardia lamblia trophozoite viability; activity change, % at 7.66 µM, hits read low; actives 0.15% (n = 340,000); AID 540267; in the data active = activity change below about -80%; inconclusive = between about -30% and that limit;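 note: parasites exposed to compound for two days anaerobically before the ATP read; % is set by controls: 0 for no effect and ±100 for the full control effect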
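Giardia trophozoites, 100 cells per well, were exposed to compounds for 48 hrs at 37 deg C under anaerobic conditions; viability was then read as ATP content by bioluminescence after 15-30 min at room temperature.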
KCNH2 3.1 inh – KCNH2 3.1 (human) potassium channel inhibition; AID 720553; U2OS KCNH2 3.1, thallium flux FluxOr; hits give low values; actives 0.95% (n = 340,000); activity change, % (tested at about 1.8 µM);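 active = maximum activity change below -70%; inconclusive = maximum activity change from -70% to -50%; inactive = maximum activity change above -50%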;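 note: thallium influx rate constant from kinetic fluorescence after stimulation buffer; % is set by controls: 0 for no effect and ±100 for the full control effect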
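Kinetic fluorescence (2 min after stimulation buffer) measures Tl+ influx through KCNH2 3.1 expressed by viral transduction in U2OS cells; the rate constant is normalized against DMSO controls serving as positive and negative references.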
B2AR arrestin – agonists driving beta-arrestin recruitment to human beta2-adrenergic receptor; beta-arrestin recruitment to beta2AR, cell-based reporter; Potency, µM (titrated, usually from 46.1 µM), without a hit: top-dose activation, actives largely listed as activators; actives 0.02% (n = 330,000); AID 492947;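 note: potency is the fitted concentration of half-maximal effect; 0% = DMSO controls and full agonism = EC100 isoproterenol or metaproterenol; nearly all actives have a fitted effect of over 65% in size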
Target sequence (P07550 whole entry, looked up): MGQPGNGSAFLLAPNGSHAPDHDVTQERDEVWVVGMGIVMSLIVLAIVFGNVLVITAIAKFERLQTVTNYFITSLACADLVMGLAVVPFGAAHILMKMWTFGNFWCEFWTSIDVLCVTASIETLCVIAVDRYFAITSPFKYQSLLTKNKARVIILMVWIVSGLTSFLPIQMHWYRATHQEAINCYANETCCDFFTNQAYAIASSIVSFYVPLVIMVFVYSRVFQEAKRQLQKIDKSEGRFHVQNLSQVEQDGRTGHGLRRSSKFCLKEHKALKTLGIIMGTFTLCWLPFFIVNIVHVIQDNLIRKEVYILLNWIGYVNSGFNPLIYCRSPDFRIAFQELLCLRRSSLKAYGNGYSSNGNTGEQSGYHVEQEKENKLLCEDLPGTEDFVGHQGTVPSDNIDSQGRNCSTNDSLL
* marks the source's active call; other numbers are inactive results; ? = inconclusive; / = no result given; [ ] = another dose, or the depositor's remark. Unless noted, calls come from the whole dose curve; as a rule, active = well fitted curve in the direction sought with a large enough effect; inconclusive = small, poorly fitted or top-dose-only effect, or another doubt; inactive = no such curve, though single readings can be large; an effect the other way counts as inactive or inconclusive. This is a subset; rates above refer to the full screens.

SMILES	TRPV1 agonist	USP2a inh	FBPA coupling cs	PKM2 act	hERG WT inh	GALK inh	MLL CXXC-DNA inh	Menin-MLL TR inh	Giardia kill	KCNH2 3.1 inh	B2AR arrestin
CCOc1ccc(S(=O)(=O)NCc2ccccn2)c(C)c1C	3	-2%	4	10%	3	5%	-3%	-3%	-1	4	-0.1%
O=C(N/N=C/c1cn(CCOc2ccccc2)c2ccccc12)c1ccncc1	2	1%	1	11%	18	1%	-8%	?	12	6	-0.3%
Cc1cc(C)cc(N(C(=O)c2cc3ccccc3oc2=O)C2C=CS(=O)(=O)C2)c1 (stereo not given)	1	7%	2	-5%	24	0%	-3%	-3%	-5	-19	-0.6%
NNc1nc2sc3c(c2c(=O)n1Cc1ccccc1)CCC3	0	1%	-1	8%	-8	0%	-13%	/	7	8	-0.6%
CCCCn1c(=O)[nH]c(=O)c2c1nc(-c1cc(Cl)c(OC)c(OC)c1)n2C	-2	2%	-1	0%	3	0%	3%	?	34[activator]	-11	-0.7%
O=C(CN1CCOCC1)Nc1ccccc1Sc1ccc(Cl)cc1	3	-3%	-3	4%	4	/	-2%	-22%	-7	-11	-0.9%
COC(=O)c1c(NC(=O)C2C3C=CC(CC3)C2C(=O)O)sc(C)c1C (stereo not given)	2	3%	12	4%	5	1%	3%	-17%	3	6	-0.4%
Cc1nc2ccccc2c(=O)n1NC(=O)c1ccc([N+](=O)[O-])cc1Cl	12	0%	0	-1%	-4	1%	-5%	9%	-18	10	0.0%
O=C(CSc1nc(C2CCCCC2)n(-c2ccccc2)n1)NCC(F)(F)F	?	2%	2	0%	-5	-1%	-12%	-19%	6	4	-0.5%
CC(C)[C@H](NC(=O)c1ccc(Cl)cc1)C(=O)OCC(=O)N1CCN(c2ccccc2)CC1	/	0%	/	/	-6	/	/	/	-6	-8	-0.4%
O=C(Nc1ccc(Cl)c(Cl)c1)N1CCC(N2CCCCC2)CC1	3	0%	2	-4%	21	1%	-4%	-1%	3	-19	-0.5%
CCOC(=O)c1cnc(SCC(=O)NCc2ccco2)nc1N	1	0%	4	-11%	-10	3%	-2%	2%	-3	-9	0.4%
O=C(CNC(=O)c1ccccc1F)NCC(c1cccs1)N1CCOCC1 (stereo not given)	0	0%	/	/	-9	/	/	/	0	-1	-1.1%
CC(C)NC(=O)CC1Nc2c3ccccc3nc(=S)n2C1=O (stereo not given)	3	-1%	-35*	14%	0	-1%	-4%	8%	22	9	-0.1%
O=C(CN1C(=O)NC2(CCCCC2)C1=O)Oc1ccc2ccc(=O)oc2c1	-5	-1%	/	/	3	/	/	/	14	-13	0.0%
Cc1cc(C)cc(N2CCCn3c2nc2c3c(=O)n(CCN3CCOCC3)c(=O)n2C)c1	-19	-2%	0	3%	-3	0%	-4%	-26%	-2	19	-0.2%
O=C(NCCN1CCOCC1)c1cc2ccccc2[nH]1	-4	0%	2	-7%	-3	0%	0%	-12%	-5	-5	-0.1%
CCOC(=O)c1sc(NC(=O)CSC(=S)N2CCN(C)CC2)nc1C	10	-2%	5	4%	3	0%	-3%	/	6	11	-0.3%
CCCCc1ccc(S(=O)(=O)NCCCN2CCCC2=O)cc1	3	1%	5	0%	4	3%	-12%	-10%	-1	-6	-0.9%
O=C(NCc1nnc(SCC(=O)N2CCOCC2)o1)c1ccccc1F	2	3%	0	0%	0	1%	9%	-6%	-18	13	0.2%
Cc1ccc(Cl)cc1N1CCN(C(=O)CCS(=O)(=O)c2cccc3nonc23)CC1	-11	-4%	-2	-1%	7	1%	30%	9%	1	-9	-0.1%
Cc1ccc(/C=C/c2ccc(=O)n(Cc3ccc(F)cc3)n2)cc1	23	2%	0	3%	-2	-2%	28%	8%	-8	-2	-0.6%
COc1cc2nc(CSc3ncn[nH]3)[nH]c(=O)c2cc1OC	1	1%	-2	1%	-5	-1%	4%	-10%	0	11	0.0%
COc1ccc(NC(=O)Cn2c(-c3ccccc3)cc(C(C)=O)c2C)c(OC)c1	1	3%	0	3%	-5	-2%	-8%	-23%	-2	3	0.1%
Cc1ccnc(NC(=S)NC(=O)c2ccco2)c1	-3	6%	0	-9%	-1	6%	-4%	?	-21	-1	0.1%
More compounds:
SMILES	TRPV1 agonist	USP2a inh	FBPA coupling cs	PKM2 act	hERG WT inh	GALK inh	MLL CXXC-DNA inh	Menin-MLL TR inh	Giardia kill	KCNH2 3.1 inh	B2AR arrestin
CC(=O)N1c2ccc(S(=O)(=O)NCC3CCC(C(=O)N4CCCC(C)C4)CC3)cc2CC1C (stereo not given)	0	-2%	/	/	5	-3%	3%	/	6	5	0.4%
CCc1ccccc1OCCOc1ccc(C)cc1OC	2	2%	-1	0%	-4	-3%	17%	-20%	16	-3	-0.2%
CCCn1nnc(NC(=S)NC(=O)c2ccc(-c3ccc(Br)cc3)o2)n1	-5	1%	-13	1%	-3	-1%	-7%	/	-10	21	-0.3%
O=C(Nc1ccc(F)cc1)c1cccc(N2C(=O)C3C4CCC(C4)C3C2=O)c1 (stereo not given)	19	-2%	0	3%	-11	-1%	-9%	-2%	1	9	-0.6%
CSc1ccccc1NC(=O)Cc1ccc(Br)cc1	2	-1%	2	1%	-10	1%	-2%	-6%	-22	-8	0.0%
COCCNC(=O)C(=O)NCC1OCCN1S(=O)(=O)c1cccs1 (stereo not given)	5	-8%	0	0%	-4	1%	6%	/	-20	7	0.1%
CCC(C)N1CC23C=CC(O2)C(C(=O)OC)C3C1=O (stereo not given)	7	0%	3	0%	-1	1%	9%	-11%	-12	-10	-0.3%
CC(C)COc1ccc(C(=O)CCN2CCCCC2)cc1	12	-1%	3	6%	-4	3%	6%	-17%	3	-12	4.3%
Cc1nc(C2COc3ccccc3O2)sc1C(=O)O (stereo not given)	0	-1%	5	-18%	-4	2%	0%	/	-8	-11	-0.2%
CCCCn1c(NCCC)nc2c1c(=O)[nH]c(=O)n2C	1	2%	0	-3%	3	-2%	-8%	7%	-12	6	-0.1%
Cc1cccc(C(=O)O)c1NC(=O)Cc1cccc2ccccc12	1	-1%	4	3%	10	-4%	0%	0%	5	-9	0.0%
COc1ccc(NC(=O)CSc2nnc(COc3ccccc3)n2Cc2ccco2)cc1OC	?	0%	3	-2%	3	8%	-3%	3%	-1	-9	-0.2%
CCCCNC(=O)c1onc(CSc2ccccc2)c1C(=O)NCCCC	?	2%	/	/	-6	/	/	/	22	-17	-1.4%
CCOc1ccc(CCNC(=O)c2nnn(CC(=O)Nc3c(C)cc(C)cc3C)c2N)cc1OCC	2	5%	0	/	-2	8%	4%	0%	-17	-2	-0.4%
CCOc1ccccc1CNC(=O)CCNC(=O)Cn1ccc2ccccc2c1=O	2	-2%	1	0%	4	-7%	8%	-4%	13	1	0.2%
Cc1ccc(-c2ccc(CCC(=O)O)n2-c2cccc(O)c2)cc1	1	7%	11	-3%	-12	-1%	-23%	?	13	3	-0.2%
O=C(NCC1CCCO1)c1ccc(NS(=O)(=O)c2cccs2)cc1 (stereo not given)	0	-2%	1	5%	7	/	-6%	/	24	7	-0.8%
CC(C)CNC1CS(=O)(=O)CC1O (stereo not given)	-4	0%	-1	1%	-16	0%	-1%	/	-15	-20	0.4%
COc1ccc(-c2cc(=O)oc3cc(O)ccc23)cc1	27	-1%	7	/	2	/	6%	5%	8	4	-1.1%
COc1cccc(C2CC(c3cccs3)=NN2C(=O)CSc2nc3ccccc3s2)c1OC (stereo not given)	4	1%	0	-12%	-2	2%	2%	?	6	10	-0.2%
CCCCNC(=S)N/N=C/c1ccccc1F	1	0%	3	0%	3	-2%	-4%	9%	17	6	3.4%
CN(C(=O)CN1C(=O)NC(c2ccccc2)(c2ccccc2)C1=O)C1CCS(=O)(=O)C1 (stereo not given)	1	2%	/	/	-6	/	/	/	-11	-8	0.2%
Cc1cc(C)c(NC(=O)CNC(=O)[C@@H]2CCCN2C(=O)c2cccs2)c(C)c1	-3	3%	/	/	-1	/	/	/	1	2	-0.1%
CC1CCN(C(=O)Cn2ncc3c([nH]c4ccccc43)c2=O)CC1	3	-1%	1	/	0	-1%	-7%	0%	25	16	-0.3%
COC(C)(C)[C@]12CC(O)(C(C)C)ON1[C@H]1CCCCC1N2O (stereo not given in full)	-1	0%	2	-1%	10	-3%	3%	-2%	-1	-1	-0.1%
Cc1ccc(CN2C(=O)c3ccccc3C2C(=O)NCC2CCCO2)cc1 (stereo not given)	-5	7%	1	22%	3	2%	5%	-3%	-17	-7	0.0%
